mouse EphA4 binding = inhibitors of EphA4 binding to KYL peptide, primary screen, biochemical, colorimetric, mouse EphA4 (AID 689) | EphA4-AP binding to KYL peptide, pNPP A405; higher % means a stronger effect | actives 0.1% (n = 62,000) | one-dose inhibition, % at 10 µM; IC50 in µM for titrated hits; in the data active means a potency from the dose series; inactive means the rest, 99 in 100 with inhibition below about 22%
* marks the source's active call; other numbers are inactive results. Only part of the results is shown. The share of hits here may be higher or lower than overall.

#	compound	mouse EphA4 binding
1	O=C(Nc1ccccc1C(=O)N1CCN(Cc2ccccc2)CC1)c1ccccn1	-16%
2	CC(C)[C@@H]1NC(=O)N(c2ccc(Oc3ccccc3)cc2)C1=O	-6%
3	COc1ccccc1C(=O)NC(C)c1nc2ccccc2[nH]1 (configuration not stated)	-12%
4	COc1ccc(S(=O)(=O)Cc2ccc(C(=O)NCCc3ccc(S(N)(=O)=O)cc3)o2)cc1	-6%
5	Cc1ccccc1CSCCNC(=O)c1ccc(N(C)S(=O)(=O)c2ccccc2)cc1	-7%
6	Cc1ccccc1NC1=NC(=S)N(c2ccccc2)C12CCOC(C)(C)C2 (configuration not stated)	-17%
7	CC(C)(C)NC(=O)Cn1c(=O)oc2cc(S(=O)(=O)N3CCc4ccccc43)ccc21	-8%
8	Cc1cc(C)n2nc(-c3cnn(C)c3C(F)(F)F)c(Cl)c2n1	-5%
9	CCOC(=O)c1c(NC(NC(C)=O)C(Cl)(Cl)Cl)sc(C(C)=O)c1C (configuration not stated)	-5%
10	Cc1ccnc(NC(=S)NC(=O)/C=C/c2ccccc2)c1	-3%
11	COCCCNC(=O)CN1CCN(Cc2ccccc2Cl)C1=O	8%
12	c1cc(-c2nnc(-c3ccncc3)o2)ccn1	-9%
13	COc1ccccc1NC(=O)CN1CCN(c2ccccc2F)CC1	-8%
14	CCN(CC(=O)Nc1ccc2c(c1)OCCO2)C(=O)C1CCCCC1	-12%
15	Cc1ccc2nc(NC3=NCN(CCc4ccccc4)CN3)nc(C)c2c1	-8%
16	CCOC(=O)N1CCC(Nc2cccc(SC)c2)CC1	-8%
17	CCCC(=O)Nc1nc2c(OC)ccc(OC)c2s1	-12%
18	O=C(COc1ccc(Cl)cc1)N(Cc1ccccc1)c1nc(-c2ccccc2)cs1	-3%
19	CCOc1cc(/C=N/NC(=O)Cn2nc([N+](=O)[O-])cc2C)cc(Br)c1OCc1ccccc1F	-9%
20	CC(=O)c1ccc(N2CCN(C(=O)COc3ccc(F)cc3)CC2)c(F)c1	-7%
21	CCOc1cc(/C=C2/C(=O)N(c3ccccc3)N=C2C)ccc1OC(=O)c1ccco1	-9%
22	O=C(O)CCC(=O)Nc1ccc(NC(=O)c2ccc(Cl)cc2Cl)c(Cl)c1	5%
23	COc1ccc(-c2nsc3c(N4CCN(S(=O)(=O)c5ccccc5F)CC4)ncnc23)cc1	1%
24	COc1cc(OC)c2c(c1)C(=O)c1cc(OC)cc(OC)c1C2=O	-9%
25	O=C(c1ccccc1F)N1CCN(S(=O)(=O)c2ccc3c(c2)OCCO3)CC1	-9%
26	CN(C)C/C(Cl)=C(\Cl)c1ccccc1	-12%
27	C/C(=C1/C(=O)N(c2ccc([N+](=O)[O-])cc2)N=C1c1ccccc1)N(C)C	-11%
28	COc1ccc(CNc2ccc(S(N)(=O)=O)cc2)c(OC)c1OC	-17%
29	COc1ccc(N(CC(=O)NN=C2CCCC2)S(=O)(=O)c2ccccc2)cc1	-5%
30	CCOC(=O)c1c(NC(=O)Cn2nnc(-c3ccc(Cl)cc3)n2)sc(C)c1C	-16%
31	Cn1c(C(=O)Nc2ccc3c(c2)OCCO3)cc2c(=O)n(C)c3ccccc3c21	-18%
32	COc1ccc(CC(=O)Nc2nc(C)cs2)cc1OC	-11%
33	N=c1oc2ccccc2cc1-c1nc2ccccc2c(=O)[nH]1	6%
34	Cc1cc(OCC(=O)Nc2ccc(-c3nc4ccccc4s3)c(O)c2)ccc1Cl	0%
35	CCOC(=O)c1c(-c2ccc(C)o2)csc1NC(=O)CSc1nncs1	20%
36	COc1ccc(CN2CCn3ncc(C(=O)Nc4ccc(Cl)cc4Cl)c3C2=O)cc1	-2%
37	Cc1c(NC(=O)NC(C)N2C(=O)C3C4C=CC(C4)C3C2=O)c(=O)n(-c2ccccc2)n1C (configuration not stated)	-15%
38	N#C/C(=C\c1cn(CCOc2ccccc2)c2ccccc12)C(=O)NCc1ccco1	0%
39	Cc1cc(C)n(Cc2ccc(C(=O)O)o2)n1	-13%
40	O=C(CCc1nc(-c2ccccc2F)no1)NCCN1CCOCC1	-13%
41	Oc1ccc(Nc2nc3ccccc3nc2Nc2ccc(O)cc2)cc1	1%
42	COC(=O)c1ccccc1N1C(=O)c2ccc(C(=O)O)cc2C1=O	0%
43	CN(C1=NC(=O)S/C1=C\c1ccc([N+](=O)[O-])cc1)c1ccc(O)cc1	15%
44	FC(F)(F)c1ccc(CSc2nccn2-c2ccccc2)cc1	-8%
45	COC(=O)c1ccccc1NC(=O)CSc1nnc(C(CO)NC(=O)c2ccccc2Cl)n1C (configuration not stated)	-5%
46	CCc1cc(=O)oc2cc3oc(C)c(C)c3cc12	-4%
47	Clc1ccc(CON/C=N/c2ncnc3sccc23)c(Cl)c1	-14%
48	CCOc1ccc2nc(NC(=O)C(NS(=O)(=O)c3cccc4nsnc34)C(C)C)sc2c1 (configuration not stated)	3%
49	O=C(COc1ccccc1)Nc1cccc(-c2nc3cc4ccccc4cc3[nH]2)c1	1%
50	CCN(CC)c1ccc(-c2nc3cnccc3n2C)cc1	3%
51	COc1ccc(Cl)cc1NC(=O)Nc1ccc(Br)cn1	2%
52	FC(F)(F)c1cc(-c2ccco2)nc(NCc2ccc(Cl)cc2)n1	-5%
53	COc1ccccc1NC(=O)CN1CCN(C2c3ccccc3-c3ccccc32)CC1	1%
54	Nc1c(C(=O)NCc2ccco2)nnn1-c1ccccc1	19%
55	N#C/C(=C/c1ccc(N2CCCC2)c([N+](=O)[O-])c1)c1nc2ccccc2[nH]1	-2%
56	COc1ccc(S(=O)(=O)Cc2ccc(C(=O)NCCCN3CCc4ccccc4C3)o2)cc1	-9%
57	CC1CCN(C(=O)c2ccc(S(=O)(=O)N3CCOCC3)cc2)CC1	-18%
58	COC(=O)CN1CCN(C(=O)c2ccc(F)cc2)c2ccccc2C1	-10%
59	COC(=O)c1c(NC(=O)CN2CCN(Cc3ccc4c(c3)OCO4)CC2)sc(C)c1C	0%
60	Cc1cc(NC(=O)C(C)C)ncc1NC(=O)Cc1ccccc1	3%

Next structures follow:
#	compound	mouse EphA4 binding
61	CCOC(=O)c1cn(CC(=O)Nc2ccccc2C(=O)OCC)nn1	-2%
62	O=C(NCc1cccs1)C1CCCN(S(=O)(=O)c2cccc3cccnc23)C1 (configuration not stated)	4%
63	O=S(=O)(/C=C/c1ccccc1)n1cnc2ccccc21	1%
64	COc1ccc(C(=O)COc2nc(C)cc(C)c2C#N)cc1	-9%
65	COc1ccc(N2CCN(C(=O)c3cn(C)c(=O)c4c3c3ccccc3n4C)CC2)cc1	-7%
66	O=C(O)CSc1nc2ccccc2[nH]1	-8%
67	Cc1[nH]c2ccccc2c1/C=C(\C#N)S(=O)(=O)c1ccccc1	-7%
68	CCCc1c(C(=O)OCC)[nH]c2c1C(=O)CCC2	-1%
69	CCCCc1ccc(-c2nc(N)n[nH]2)cc1	1%
70	CCOCCOCCC(C(=O)OCC)P(=O)(c1ccccc1)c1ccccc1 (configuration not stated)	-6%
71	CCCC(=O)NC(Nc1ccc(S(=O)(=O)Nc2ncccn2)cc1)(C(=O)OCC)C(F)(F)F (configuration not stated)	-7%
72	CCn1ncc2c1C(=O)NC1c3ccccc3C(=O)N21 (configuration not stated)	-3%
73	CCOC(=O)C1=C(C)N=c2s/c(=C\c3cn(C)c4ccccc34)c(=O)n2C1c1cccs1 (configuration not stated)	14%
74	O=C(O)CC(CP(=O)(c1ccccc1)c1ccccc1)C(=O)O (configuration not stated)	-3%
75	O=C(CN1CCN(C(c2ccccc2)c2ccccc2)CC1)Nc1ccc(F)cc1	4%
76	COc1ccc(C2=NOC(C(=O)NCc3cccs3)C2)cc1 (configuration not stated)	-2%
77	CC(=O)N1CCC(N(C(=O)Nc2c(F)cccc2F)C(C)C)CC1	0%
78	O=C(Cn1nnc(-c2cccs2)n1)N1CCc2ccccc2C1	1%
79	COc1ccc(C(=O)Nc2ccccc2NC(=O)c2ccco2)cc1OC	-2%
80	CC(C)(C)C(=O)[C@H]1[C@H](c2ccccc2)[C@@]2(N=C(c3ccccc3)OC2=O)C2c3ccccc3C=NN21 (some centres not stated)	-2%
81	O=c1oc2cc(OCc3c(F)c(F)c(F)c(F)c3F)ccc2cc1-c1ccccn1	-10%
82	Cn1c2c(c(=O)n(C)c1=O)[C@@H]1c3c(ccc4ccccc34)OC[C@@H]1CO2	-14%
83	CC1(C)CC(=O)C(CCC#N)(CCC#N)C(=O)C1	-2%
84	O=C(Cc1cccs1)Nc1ccc(-c2nc3ccccc3[nH]2)cc1	-12%

Reformatted: results already given
#78 O=C(Cn1nnc(-c2cccs2)n1)N1CCc2ccccc2C1
- mouse EphA4 binding = 1%

#76 COc1ccc(C2=NOC(C(=O)NCc3cccs3)C2)cc1 (configuration not stated)
- mouse EphA4 binding = -2%

#74 O=C(O)CC(CP(=O)(c1ccccc1)c1ccccc1)C(=O)O (configuration not stated)
- mouse EphA4 binding = -3%

#84 O=C(Cc1cccs1)Nc1ccc(-c2nc3ccccc3[nH]2)cc1
- mouse EphA4 binding = -12%

Following part.
#	compound	mouse EphA4 binding
85	CCCC(=O)Nc1cccc(-c2cn3ccsc3n2)c1	7%
86	CC(C)(C)c1ccc(CS(=O)(=O)CC2(O)CCN(C(=O)c3cccc(C(F)(F)F)c3)CC2)cc1	-2%
87	CC(C)N(CCCNC(=O)CC1Oc2ccccc2NC1=O)Cc1ccccc1 (configuration not stated)	-11%
88	CCOc1ccccc1/C=C(/NC(=O)c1ccccc1)C(=O)N1CCCCC1	1%
89	COc1ccccc1NC(=O)C(=O)N/N=C(\C)CC(=O)Nc1ccc(OCc2ccccc2)cc1	-10%
90	COc1ccc(NC(=O)c2ccc(N3C(=O)CCC3=O)cc2)cc1	-4%
91	CC(=O)Nc1ccc(OCC(O)Cn2cnc3ccccc32)cc1 (configuration not stated)	-11%
92	CCOc1cc(C2CC(=O)NC3=C2C(=O)C(C(=O)OC)C(C)C3)cc(Cl)c1O (configuration not stated)	3%
93	COc1ccccc1NC(=O)CSc1nnc(-c2ccc(NC(C)=O)cc2)n1C	0%
94	Cc1ccc(/C=C(/C#N)c2nc(CCN3C(=O)c4ccccc4C3=O)cs2)cc1	9%
95	CC(C)c1ccccc1NC(=S)NN(Cc1ccccc1)c1ccccc1	-8%
96	Cc1cc(/C=N/N2C(=O)c3ccccc3C2=O)c(C)n1-c1ccccc1	-4%
97	Cc1nc2c(c(=O)n1CCC(C)C)c1nc3ccccc3nc1n2Cc1ccc2c(c1)OCO2	-10%
98	COc1cccc(-c2nc(Cc3ccc(OC)c(OC)c3)no2)c1	-28%
99	CCOC(=O)c1ccc(COC(=O)c2ccc3c(c2)-c2ccccc2C3=O)cc1	-11%
100	CCN(CC)CC(=O)NN=C(c1ccccc1)c1ccccc1	-6%
101	COc1ccc(CNS(=O)(=O)c2cc(OCC(N)=O)c(C)cc2Cl)cc1	-8%
102	O=C(CCc1nc(-c2ccccc2)c(-c2ccccc2)o1)OCc1ccc(Cl)cc1	-4%
103	CC1CCN(C(=O)COC(=O)c2ccc(Br)o2)CC1	-5%
104	CC(C)N(Cc1nnc(-c2ccccc2Cl)o1)C(=O)c1cccc(C#N)c1	-12%
105	O=C(NCCc1ccccc1)C1CCCN1C(=O)NCc1ccccc1 (configuration not stated)	3%
106	CCC(=O)N1CCN(c2ccc(Cl)cc2NC(=O)c2ccc(N3CCCC3)c([N+](=O)[O-])c2)CC1	-6%
107	N#CCCN1CCN(Cn2c3ccccc3c3ccccc32)CC1	-2%
108	CCOC(=O)c1c(-c2ccccc2)oc2ccc(OCC(=O)OCc3ccccc3)cc12	-4%
109	COc1ccc(Cl)cc1NC(=O)CN(C(=O)c1ccco1)C1CCCCC1	7%
110	N#Cc1cc(-c2ccccc2)nnc1Sc1ccccc1	-10%
111	COc1ccc(-c2nc3ccc(N4CCCC4)cc3c(=O)[nH]2)cc1OC	-13%
112	CCCN(CCC)CCNC(=O)c1cc2c(C)nc3ccccc3c2o1	-14%
113	Cc1cccc(-c2cc(NC(=O)c3ccc(F)cc3)n[nH]2)c1	7%
114	Cc1ccc(CNc2ncc(-c3ccc4c(c3)OCO4)n2C)cc1	-6%
115	CC1CCCN(S(=O)(=O)c2ccc(NC(=O)CCN3C(=O)c4ccccc4C3=O)cc2)C1 (configuration not stated)	-16%
116	CC1(C)CC(=O)C(C=NC2CCCCC2)=C(O)C1	-10%
117	COC(=O)c1ccc(NC(=O)COc2ccc(C3C(C#N)=C(N)Oc4c3ccc3ccccc43)cc2OC)cc1 (configuration not stated)	-14%
118	COc1cc(C)ccc1OCCCOc1ccccc1Cl	-12%
119	CCc1nc(SCC(=O)N2c3ccccc3CC2C)c2c(C)c(C)sc2n1 (configuration not stated)	0%
120	Cc1cccc(NC(=O)/C=C/c2cccs2)n1	2%
121	COc1ccc(OC)c(NC(=S)NC(NC(=O)c2cc(OC)c(OC)c(OC)c2)C(Cl)(Cl)Cl)c1 (configuration not stated)	-4%
122	O=C(NC1CCCCC1)C12CC3CC(C1)CC(n1cncn1)(C3)C2	-2%
123	CC1=C(C(=O)Nc2ccc(Br)cc2)C(c2ccccc2F)NC(=S)N1 (configuration not stated)	30%
124	O=C(Cc1ccccc1)Nc1ccc2oc(-c3ccc(Cl)cc3Cl)nc2c1	-7%
125	CCN(CCCNC(=O)CC(C(=O)N1CCc2ccccc21)n1ccnc1)c1cccc(C)c1 (configuration not stated)	11%
126	O=C1N/C(=N/Nc2ccccc2)S/C1=C\c1ccccc1	43%
127	c1cncc(-c2nc(-c3cccs3)cs2)c1	-9%
128	COc1ccc(CCNC(=O)Cn2nnc(-c3ccc(N4CCOCC4)cc3)n2)cc1OC	-8%
129	CCOC(=O)Cn1c(S(=O)(=O)Cc2ccc(Cl)cc2)nc(-c2ccccc2)c1-c1ccccc1	0%
130	CCn1c(O)c(/C=C2\C=Nc3ccccc32)sc1=Nc1ccccc1	19%
131	O=C(c1ccc(F)cc1)N1CCC(O)(c2cccnc2)CC1	-13%

Compound activity from PubChem.
